Compound activity (PubChem)
TRPC6 inh: mouse TRPC6 channel inhibitors, primary screen, cell-based, HEK293, membrane potential dye. Short transient receptor potential channel 6 (Mus musculus), Q61143. ACh-evoked depolarization; hits give low values. B-score at 10 µM. actives 1.1% (n = 310,000);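 active means B-score under library mean minus 3 SD, initial fluorescence not abnormally high, positive integrated signal ratio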;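 further: B-score derived from integrated fluorescence ratio over the kinetic read; more negative B-score means stronger inhibition of depolarization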
Target sequence (Q61143 whole entry, looked up): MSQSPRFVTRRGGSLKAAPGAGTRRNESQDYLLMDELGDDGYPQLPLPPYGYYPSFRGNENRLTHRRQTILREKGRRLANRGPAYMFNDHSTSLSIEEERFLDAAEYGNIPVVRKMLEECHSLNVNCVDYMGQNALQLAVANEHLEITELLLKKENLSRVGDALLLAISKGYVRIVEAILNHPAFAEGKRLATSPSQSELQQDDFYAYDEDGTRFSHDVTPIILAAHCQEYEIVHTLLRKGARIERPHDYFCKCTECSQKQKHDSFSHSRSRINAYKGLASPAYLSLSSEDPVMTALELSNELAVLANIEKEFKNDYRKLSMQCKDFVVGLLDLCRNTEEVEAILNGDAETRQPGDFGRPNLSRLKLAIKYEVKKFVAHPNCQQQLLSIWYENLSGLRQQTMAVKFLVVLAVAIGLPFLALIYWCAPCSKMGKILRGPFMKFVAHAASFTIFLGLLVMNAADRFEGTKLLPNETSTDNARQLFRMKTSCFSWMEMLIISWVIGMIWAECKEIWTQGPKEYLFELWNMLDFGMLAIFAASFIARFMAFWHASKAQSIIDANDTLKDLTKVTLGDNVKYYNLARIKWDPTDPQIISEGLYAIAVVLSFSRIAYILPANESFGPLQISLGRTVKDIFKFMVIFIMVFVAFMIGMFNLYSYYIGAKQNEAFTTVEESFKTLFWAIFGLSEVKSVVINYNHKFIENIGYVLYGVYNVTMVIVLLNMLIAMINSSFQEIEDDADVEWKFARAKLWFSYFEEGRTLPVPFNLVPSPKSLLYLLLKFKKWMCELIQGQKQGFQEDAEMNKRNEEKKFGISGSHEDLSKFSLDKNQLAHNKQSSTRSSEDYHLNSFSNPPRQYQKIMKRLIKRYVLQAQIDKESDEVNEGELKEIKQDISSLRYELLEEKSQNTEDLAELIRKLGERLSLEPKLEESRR
aSyn 5UTR inh: MLPCN primary screen, SNCA 5' untranslated region. actives 0.82% (n = 300,000). inhibition, % (tested at 7.5 µM). AID 1813, 2009. alpha-synuclein 5'UTR reporter, inhibitor activity; in the data active means inhibition above about 60%; inconclusive means no clear call, values can overlap the other calls;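 further: H4 neuroglioblastoma cells stably carrying SNCA 5'UTR luciferase fusion; 0% = DMSO wells and 100% = positive control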
TRPC4 block: inhibitors of mouse TRPC4 channel, primary screen, Fluo4 calcium, HEK293 TRPC4beta/mu-opioid cells; B-score at 10 µM; DAMGO-evoked Fluo4 calcium flux; hits give low values; actives 0.39% (n = 300,000); Short transient receptor potential channel 4 (Mus musculus), Q9QUQ5;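 active means B-score over 3 SD under the library average, no early fluorescence shift, positive overall ratio signal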
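Assay system – HEK293 line stably carrying TRPC4beta and mu-opioid receptor · Doses – single dose · Detection – Fluo4 calcium-dye fluorescence, kinetic read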
TRPC4 agonist: activators of mouse TRPC4 channel, primary screen, Fluo4 calcium, HEK293 TRPC4beta/mu-opioid cells; Fluo4 calcium fluorescence; hits give high values; B-score at 10 µM; actives 0.49% (n = 310,000);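 active means B-score above 5 SD of library B-scores, and initial fluorescence ratio not above library mean plus 5 SD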;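 further: positive B-score marks a calcium rise read as TRPC4 activation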
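Assay system: HEK293 cells stably co-expressing mouse TRPC4beta and mu-opioid receptor / Timing: Fluo4 dye loading 45 min at room temperature, 110 s recording / Signal: Fluo4 calcium-sensitive dye fluorescence, kinetic, 1 Hz baseline / Read-out: integrated baseline-normalised fluorescence ratio, converted to per-well B score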
KLF5 inh: KLF5 expression inhibitors, primary screen, DLD-1 cells, luminescence. DLD-1 KLF5 promoter-luciferase reporter. inhibition, % at 5 µM. actives 0.23% (n = 290,000);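 active means inhibition above a per-plate limit of that plate's mean compound inhibition plus 3 SD, cut at about 60% in these data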;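 further: 0% = DMSO wells and 100% = LY294002 at 200 µM; higher means less KLF5 promoter-driven luciferase light; inactives centre near -14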
HIF act: HIF pathway transcriptional activators, primary screen, cell-based, U2OS HRE-luciferase, luminescence; activation, % at 7.5 µM (by protocol); U2OS HRE-luciferase reporter; normalized: DMSO 0%, desferrioxamine 100%; AID 1910, 2009; actives 0.32% (n = 300,000);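 active means mean activation of at least 10% of the iron chelator positive control signal, with at least half of replicates also reaching 10%; inconclusive means mean and replicate majority disagree about reaching 10%; inactive means mean and most replicates under 10%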
TRPC6 act: mouse TRPC6 channel activators, primary screen, cell-based, HEK293, membrane potential dye; B-score at 10 µM; AID 2550, 2010; HEK293-TRPC6 membrane potential dye fluorescence; hits give high values; actives 0.13% (n = 310,000); Short transient receptor potential channel 6 (Mus musculus), Q61143;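 active means B-score of the integrated fluorescence ratio above library mean plus 3 SD, and starting fluorescence ratio within library mean plus 5 SD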;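 further: higher score means more depolarization so channel activation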
IEC-6 tox: cytotoxicity in IEC-6 intestinal epithelial cells, primary screen, cytotoxicity control for KLF5 inhibitor project, cell-based, luminescence; IEC-6 cytotoxicity, luminescence viability; AID 1825, 2009; inhibition, % at 5 µM; actives 0.78% (n = 290,000); in the data active means inhibition above about 22%;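 further: 0% = plate median of test compound wells and 100% = cytotoxic reference compound wells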
MrgX1 antagonist: antagonists of human MrgX1 receptor, primary screen, HEK293 cells, Fluo-4 calcium flux. BAM8-22 antagonism; hits give low values. B-score at 10 µM. actives 1.3% (n = 310,000). AID 588676, 2011;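 active means calcium-response B-score plate-corrected more than 3 library SD below zero, starting fluorescence within 5 deviations, no agonist response on first addition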;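 further: peak minus trough fluorescence over baseline after final BAM8-22 challenge near maximal dose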
TRPC4 potent: positive allosteric modulators of TRPC4, primary screen, cell-based, mouse TRPC4beta, HEK293 mu-opioid, Fluo-4 calcium; Short transient receptor potential channel 4 (Mus musculus), Q9QUQ5; DAMGO EC20, Fluo-4 Ca2+ flux; hits give high values; B-score at 10 µM; actives 0.42% (n = 310,000); AID 2227, 2009;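 active means B-score of calcium response area above 5 SD of library B-scores, with initial fluorescence ratio within 5 SD of library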;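 further: B-score of integrated fluorescence ratio over time as area under calcium response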
SKKanGAS inh: S. pyogenes SKKanGAS growth inhibitors in kanamycin, primary screen, streptokinase expression inhibitor project, SKKanGAS strain, BacTiter-Glo luminescence; inhibition, % at 7.5 µM; 6 h; actives 1.3% (n = 300,000); AID 1662, 2009;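 active means mean replicate score, as percent of positive control median, at least 50; inconclusive means mean below 50 but one replicate at or above 50; inactive means mean and every replicate below 50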;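 further: strain carries kanamycin resistance gene driven by streptokinase promoter and grows in 40 µg/ml kanamycin; loss of luminescence reflects streptokinase promoter inhibition or plain growth inhibition; 0% = median of DMSO wells and 100% = positive control at its reference dose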
* = called active by the depositor; i = inactive; ? = inconclusive; / = not tested or not shown. Random draw from the library, and some 5.8% of all compounds hit somewhere here.

SMILES | TRPC6 inh | aSyn 5UTR inh | TRPC4 block | TRPC4 agonist | KLF5 inh | HIF act | TRPC6 act | IEC-6 tox | MrgX1 antagonist | TRPC4 potent | SKKanGAS inh
COCCCNC(=O)/C=C/c1ccc(Cl)cc1 | i | -13.7 | i | i | -22.0 | 0.6 | i | -1.1 | i | i | 1.9
Cc1c(Cl)c([N+](=O)[O-])nn1CC(=O)NC12CC3CC(CC(C3)C1)C2 | i | 1.3 | i | i | -19.9 | ? | i | -2.0 | i | i | 3.5
O=C(Nc1ccc(S(=O)(=O)Nc2nccs2)cc1)c1c(F)c(F)c(F)c(F)c1F | i | -2.0 | i | i | -12.3 | -0.2 | i | 7.4 | i | i | 1.9
CCCCn1c(SCc2nc(N)nc(N3CCCCC3)n2)nc2c1c(=O)n(C)c(=O)n2C | i | 12.4 | i | i | -11.4 | 0.0 | i | 0.1 | i | i | -1.9
Cc1cc(C)c2c(N)c(C(=O)c3ccccc3)sc2n1 | i | 41.1 | i | i | -4.5 | 0.1 | i | 0.5 | i | i | 45.8
c1cn2c(NC3CCCC3)c(-c3ccc(N4CCOCC4)cc3)nc2cn1 | i | -47.5 | i | i | / | 2.7 | i | / | i | i | -3.1
O=C(NCc1ccco1)Nc1ccccc1Cl | i | -36.5 | i | i | -71.3 | 2.0 | i | 1.1 | i | i | -1.2
CC(C)C(c1nnnn1C1CCCCC1)N1CCN(C(=O)c2ccco2)CC1 (stereo not drawn) | i | -1.1 | i | i | 4.6 | -0.4 | i | -1.3 | i | i | -3.1
CCN(C(=O)c1ccc(Br)cc1)c1ccccc1 | i | 10.5 | i | i | -0.2 | 0.2 | i | -1.9 | i | i | 4.5
Cc1ccc(OCC(=O)Nc2ccc3c4c(cccc24)CC3)c(C)c1 | i | -41.4 | i | i | -23.9 | -0.2 | i | 1.6 | i | i | -5.1
CC1CCN(Cc2c(C(=O)N/N=C/c3ccc(C(C)(C)C)cc3)nnn2-c2nonc2N)CC1 | i | 64.0* | i | i | -26.1 | 0.0 | i | -4.4 | i | i | 20.3
Cc1ccc(C)c(C(C)NC(=O)Cc2cccs2)c1 (stereo not drawn) | i | -18.2 | i | i | -31.8 | -23.2 | i | 1.5 | i | i | -1.3
NC(=O)c1nsc(C(=O)N(CC(=O)NCc2ccccc2)c2cccc(F)c2)c1N | i | -2.8 | i | i | 0.0 | -0.3 | i | -8.4 | i | i | 0.7
Cn1c(=O)oc2cc(S(=O)(=O)NCCC(=O)NCCc3ccc(Cl)cc3)ccc21 | i | -51.2 | i | i | -15.0 | 1.5 | i | -13.8 | i | i | -8.4
Cc1ccc(S(=O)(=O)NNC(=O)c2ccc3ccccc3n2)cc1 | i | 3.9 | i | i | 7.3 | -0.2 | i | -4.1 | i | i | -4.7
NNC(=O)c1sc2nc(N3CCOCC3)c3c(c2c1N)CCCC3 | i | 25.9 | i | i | 0.7 | 0.1 | i | 6.0 | i | i | 16.0
Nc1nnc(COc2cccc(C(F)(F)F)c2)s1 | i | 14.3 | i | i | -8.1 | -0.2 | i | 5.7 | i | i | -7.1
Cc1ccc(C(=O)C2CCN(C(=S)NCCCOC(C)C)CC2)cc1 | i | 9.6 | i | i | -28.2 | 0.2 | i | -10.7 | i | i | -2.8
CCC(NS(=O)(=O)c1ccc(C)cc1)C(=O)O (stereo not drawn) | i | 26.7 | i | i | -6.3 | -0.1 | i | 3.1 | i | i | -5.8
Cc1ccc2oc(=O)c(/C=C(\O)c3cccs3)nc2c1 | i | -148.0 | i | i | -83.5 | 1.0 | i | -1.0 | i | i | -12.6
COc1nc(NCCC2=CCCCC2)nc(OC)n1 | i | 3.1 | i | i | 14.4 | -0.8 | i | 1.4 | i | i | -0.3
CC(C)(C)NS(=O)(=O)c1ccc(CCC(=O)NCc2ccc3c(c2)OCO3)cc1 | i | -6.8 | i | i | 12.6 | -0.2 | i | 4.9 | i | i | 6.6
Cc1ccc(CSCC(=O)Nc2c(C)n(C)n(-c3ccccc3)c2=O)cc1 | i | 7.8 | i | i | 3.4 | -0.3 | i | 1.0 | i | i | -6.3
NC(=O)c1cc(-c2ccncc2)nc2ccc(Cl)cc12 | i | -2.0 | i | i | 10.1 | -0.6 | i | -0.1 | i | i | 5.3
COC(=O)C(NC(=O)c1ccccc1)c1ccccc1 (stereo not drawn) | i | -3.5 | i | i | 1.9 | 0.7 | i | 6.6 | -9.39* | i | 3.2
CC(=O)C1C(c2ccncc2)NC(=O)NC1(O)C(F)(F)F (stereo not drawn) | i | / | i | i | -18.0 | / | i | -3.0 | i | i | -0.7
CCCn1c(=O)[nH]c(=O)c2c1nc(-c1ccc(OC)c(Br)c1)n2CCOC | i | 19.0 | i | i | -1.9 | -0.5 | i | -4.6 | i | i | -2.6
O=C(/C=C/c1ccco1)N(c1ccccn1)c1ccccn1 | i | -21.3 | i | i | -38.3 | -1.0 | i | -3.3 | i | i | -3.9
Cc1ccc(C2CC(c3cccc(Br)c3)n3nc(N)nc3N2)cc1 (stereo not drawn) | i | 11.8 | i | i | -19.0 | -0.1 | i | -5.6 | i | i | -4.1
Cc1ccccc1-c1cc(C(=O)Nc2nc3c(s2)CCCC3)c2ccccc2n1 | i | -3.7 | i | i | -24.5 | -0.6 | i | 7.1 | i | i | 16.1
O=S(=O)(Nc1ccc(Cc2ccncc2)cc1)c1ccc(Cl)cc1 | i | 9.3 | i | i | -15.9 | -0.9 | i | 2.3 | i | i | 12.0
COCc1c(C(=O)N/N=C/c2ccco2)nnn1-c1nonc1N | i | 19.6 | i | i | -12.6 | -1.2 | i | -2.2 | i | i | 4.3
Cc1ccccc1/C=c1\s/c(=C\C(=O)C(C)(C)C)[nH]c1=O | i | -28.9 | i | i | 2.0 | 2.2 | i | 4.3 | i | i | -4.4
Cc1cc2ncn(CC(O)COC3CCCCC3)c2cc1C (stereo not drawn) | i | 13.0 | i | i | -11.0 | 0.0 | i | -0.4 | i | i | 16.8
CNC(=O)/C(C#N)=C/c1c(N2CCN(c3cccc(Cl)c3)CC2)nc2c(C)cccn2c1=O | i | 4.4 | i | i | -22.1 | -0.6 | i | 3.3 | i | i | 30.7
O=C(O)c1cnc(-c2ccccc2)nc1C(F)(F)F | i | 10.6 | i | i | -45.1 | 0.1 | i | -1.2 | i | i | -5.4
CCCn1c(=O)c(C(=O)NNS(=O)(=O)c2ccc(NC(=O)OC)cc2)c(O)c2ccccc21 | i | 7.3 | i | i | -4.3 | 0.2 | i | 1.5 | i | i | 37.6
Cc1ccc(NC(=O)Cn2nc(C)c(S(=O)(=O)N(C)C)c2C)cc1 | i | 9.3 | i | i | -20.6 | 0.3 | i | -7.8 | i | i | -24.8
CCNc1nnc(CSc2nc3ccccc3s2)s1 | i | -70.8 | i | i | -22.8 | 2.0 | i | 1.2 | i | i | 0.9
Clc1ccc(-c2noc(CN(Cc3ccccn3)CC3CCCO3)n2)cc1 (stereo not drawn) | i | -10.0 | i | i | -7.0 | -0.4 | i | -0.5 | i | i | 23.6
Cn1c(N=NC(=O)c2ccccc2)c(O)c2ccccc21 | i | 29.4 | i | i | -110.2 | -1.9 | i | -2.0 | i | i | -1.7
O=C(N1CCOCC1)C(F)(F)C(=O)N1CCOCC1 | i | -10.8 | i | i | -22.8 | -40.2 | i | -6.7 | i | i | 17.2
O=C(COc1ccc(Cl)cc1)NCc1ccccc1 | i | -6.6 | i | i | -38.3 | -0.6 | i | -0.3 | i | i | -0.7
Cc1csc(NC(=O)CSc2nc(=O)n(CCCN(C)C)c3c2CCC3)n1 | i | 0.4 | i | i | / | 1.0 | i | / | i | i | -0.2
O=C(COC(=O)c1ncc(Cl)c(Cl)c1Cl)Nc1cccnc1Cl | i | -12.8 | i | i | / | 0.5 | i | / | i | i | -4.7
O=C1NCC(COc2ccc(Cl)cc2)O1 (stereo not drawn) | i | 5.2 | i | i | -6.3 | 1.4 | i | -2.4 | i | i | 2.5
C/C(=N\NC(=O)c1csc(C)c1C)c1ccco1 | i | -38.0 | i | i | -61.5 | 0.6 | i | -7.6 | i | i | -2.9
COC(=O)c1ccc(CNC(=O)c2coc3ccccc3c2=O)cc1 | i | 17.2 | i | i | 1.0 | -0.9 | i | 2.8 | i | i | -15.7
CCOC(=O)C1CCN(C(=O)CN(C)S(=O)(=O)c2cc(C)ccc2OC)CC1 | i | -0.8 | i | i | -26.1 | 0.4 | i | -4.2 | i | i | 0.7
Cn1nccc1C(=O)Nc1ccc(S(=O)(=O)N2CCCC2)cc1 | i | 0.5 | i | i | -31.2 | 0.5 | i | -11.5 | i | i | 4.3
CC(=O)C(C(C)=O)C1(O)C(=O)c2ccccc2C1=O | i | 21.3 | i | i | -37.6 | 1.0 | i | -3.9 | i | i | 1.9
O=C(NC1CCN(Cc2cccc([N+](=O)[O-])c2)CC1)c1ccccc1 | i | -1.4 | i | i | -10.1 | -0.6 | i | 5.4 | i | i | -2.4
O=C1/C(=C/c2cccc(Cl)c2)CSc2sccc21 | i | 17.6 | i | i | -1.9 | -0.3 | i | -4.7 | i | i | 1.5
CCOC(=O)C1=C(CC)Nc2ccccc2N/C1=N\S(=O)(=O)c1ccc2ccccc2c1 | i | 35.8 | i | i | -4.8 | -1.2 | i | 15.9 | i | i | 7.7
c1ccc(Cn2c(CNc3nc4ccccc4n3CCN3CCCCC3)nc3ccccc32)cc1 | -6.65* | -12.4 | i | i | -35.7 | 0.1 | i | 18.2 | i | i | 5.1
CC(C)(C)C1CCc2onc(C(=O)O)c2C1 (stereo not drawn) | i | -22.0 | i | i | -14.6 | 0.4 | i | 1.6 | i | i | -1.8
Cc1[nH]nc(N=CC2=C(O)CC(c3ccco3)CC2=O)c1-c1ccc(Cl)cc1 (stereo not drawn) | i | -17.8 | i | i | 16.8 | -0.2 | i | 1.6 | i | i | 13.5
CC(C)(C)NC(=O)C(c1ccncc1)N(C(=O)Cn1nnc(-c2ccc(F)cc2)n1)c1ccccc1 (stereo not drawn) | i | -3.2 | i | i | -7.5 | 0.0 | i | -2.5 | i | i | 1.6
